Compound activity (PubChem BioAssay)
N370S GC mod: inhibits or activates N370S mutant glucocerebrosidase; P04062; N370S GC spleen homogenate, 4MU-glucoside fluorescence; Potency, µM (highest dose often 59.4 µM), inactives show top-dose activity change, negative = inhibition, most hits filed as inhibitors; hit rate 0.092% among 330,000; AID 2101;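 further: 0% = full enzyme activity and -100% = no enzyme basal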
TDP1 block: TDP1 (human) enzyme inhibition | recombinant TDP1, AlphaScreen DNA substrate cleavage | Potency, µM (highest dose often 130 µM), without a hit: at the highest dose activity change, negative = inhibition, actives largely listed as inhibitors | hit rate 0.28% among 350,000; further: nearly all actives have a fitted effect of over 40% in size
Target sequence (Q9NUW8 whole entry, looked up): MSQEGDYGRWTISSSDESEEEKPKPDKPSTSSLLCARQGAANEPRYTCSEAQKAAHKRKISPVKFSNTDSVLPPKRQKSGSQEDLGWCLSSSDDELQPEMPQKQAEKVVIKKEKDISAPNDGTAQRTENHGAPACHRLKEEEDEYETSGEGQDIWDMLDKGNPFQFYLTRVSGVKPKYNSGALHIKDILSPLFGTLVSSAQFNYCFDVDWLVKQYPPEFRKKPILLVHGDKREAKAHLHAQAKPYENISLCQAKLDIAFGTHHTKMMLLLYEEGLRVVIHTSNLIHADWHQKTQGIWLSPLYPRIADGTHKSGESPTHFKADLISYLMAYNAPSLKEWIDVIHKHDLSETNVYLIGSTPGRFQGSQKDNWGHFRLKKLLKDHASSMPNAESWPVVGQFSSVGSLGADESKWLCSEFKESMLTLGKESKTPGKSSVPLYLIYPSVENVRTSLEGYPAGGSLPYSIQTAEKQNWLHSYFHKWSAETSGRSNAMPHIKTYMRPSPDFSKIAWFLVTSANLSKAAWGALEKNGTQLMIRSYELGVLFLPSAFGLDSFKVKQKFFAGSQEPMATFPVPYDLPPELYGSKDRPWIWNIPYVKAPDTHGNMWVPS
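Recombinant human Tdp1 (E. coli-expressed, 1 nM final) preincubated with compounds 15 min at room temperature, then 5'-biotin/3'-phosphotyrosine-FITC DNA substrate (15 nM final) added for 5 min. AlphaScreen beads (10 ug/ml final) added 10 min; cleavage lowers signal.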
FEN1 inh: human FEN1 inhibition. Potency, µM (titrated, usually from 114 µM), without a hit: at the top dose activity change, negative = inhibition, usual class: inhibitors. Recombinant FEN1 flap cleavage, fluorescence, 15 min. P39748. hit rate 0.35% among 390,000; further: nearly all actives have a fitted effect of over 65% in size
Target sequence (P39748 whole entry, looked up): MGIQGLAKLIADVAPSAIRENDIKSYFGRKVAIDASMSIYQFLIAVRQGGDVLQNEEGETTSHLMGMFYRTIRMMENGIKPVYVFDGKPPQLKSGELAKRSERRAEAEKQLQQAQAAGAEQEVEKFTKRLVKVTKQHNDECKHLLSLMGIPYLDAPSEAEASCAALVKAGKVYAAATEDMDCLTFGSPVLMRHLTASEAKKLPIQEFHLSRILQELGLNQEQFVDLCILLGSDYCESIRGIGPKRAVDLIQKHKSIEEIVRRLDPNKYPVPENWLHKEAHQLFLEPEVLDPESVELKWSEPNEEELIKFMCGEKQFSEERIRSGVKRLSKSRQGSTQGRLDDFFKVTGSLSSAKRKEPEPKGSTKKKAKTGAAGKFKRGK
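Steps: FEN1 (10 nM) dispensed; compound added by pin tool; 15 min at room temperature; substrate added to 50 nM final; reads at 0 min and 15 min; data normalized and fitted (four-parameter Hill).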
* = called active by the depositor; ? = inconclusive; / = no result given; & = joins results of further samples; [ ] = remark or other dose. The call rests on the fitted dose curve; in most records, active means well fitted curve in the direction sought with a large enough effect; inconclusive means small, poorly fitted or top-dose-only effect, or another doubt; inactive means no such curve, though single readings can be large; an effect the other way counts as inactive or inconclusive. Unless noted, on the % scale 0 is the no-effect control and ±100 the full control effect; potency means the concentration at half of the fitted maximal effect.

Below each SMILES: N370S GC mod, TDP1 block, FEN1 inh
C=C(C)C(=O)Nc1cccc(C2=NOC3(C2)C[C@@H](C(N)=O)N(C(=O)C2(C)CC2)C3)c1 (stereo partly drawn)
 : 8%, 11µM*, ?
CCOc1c(Cl)cc(CNCC(C)C)cc1OC
 : -5%, 8%, 17%
CSc1nsc(SCC(=O)Nc2ccccc2C(=O)O)n1
 : -2%, /, 0%
Cc1ccc(C)c(NC(=O)CCC(=O)NNC(=S)Nc2ccccc2)c1
 : 5%, 5%, -1%
CC(C(=O)Nc1cccc([N+](=O)[O-])c1)N1C(=O)NC2(CCCC2)C1=O (stereo not drawn)
 : -14%, /, 6%
Cc1ccc(C2=NN(C(=O)CCl)C(c3cccs3)C2)o1 (stereo not drawn)
 : 7%, 5%, 2%
CCSC1=C(C#N)C(c2ccc(C)s2)CC(=O)N1 (stereo not drawn)
 : -1%, 3%, -2%
COC1=CC(=O)C(O)=C/C1=C\C=C\c1ccccc1
 : -4%, 18%[56.1 µM], /
CC1(C)CC(=O)c2cc(C(=O)Nc3ccccc3Cl)c(=O)n(-c3ccc(Cl)cc3)c2C1
 : /, 5%, -6%
Nc1nonc1-n1nnc(C(=O)N/N=C/c2cc(Br)cs2)c1-c1ccccc1
 : -2%, 0%, 15%
CCCCCCCCCCCCS(=O)(=O)CCC(=O)O
 : 12%, 5%, 9%
CCN1CNC(=S)N(c2cccc(C)c2)C1
 : -1%, -3%, 11%
CN1CCOc2ccc(S(=O)(=O)N3CCN(S(=O)(=O)c4c(F)cccc4F)CC3)cc21
 : -10%, 0%, /
COC(=O)C1C(=O)C2=C(CC1C)NC(=O)CC2c1cccc(C)c1 (stereo not drawn)
 : -2%, 0%, 4%
CC(C)=CCC/C(C)=C/CNC(=O)C[C@H]1C[C@H](C(=O)N2CCOCC2)[C@@]2(CCC3CCCC3)c3[nH]c4cc(CCC(=O)N(C)C)ccc4c3CCN2C1=O
 : /, 3%[56.1 µM], 0%
CCCc1cnc2c(c1SCc1cccc(C)c1)c(=O)n(C)c(=O)n2C
 : /, -8%, -6%
Brc1ccc(/C=N/Nc2ncnc3c2cnn3Cc2ccccc2)cc1
 : 16%, 6%, -7%
CCC(Oc1ccccc1)C(=O)Nc1ccc(S(=O)(=O)Nc2cnc3ccccc3n2)cc1 (stereo not drawn)
 : -3%, 5%, -2%
Cc1ccc(C(=O)NCCSc2c(C)[nH]c3ccccc23)cc1C
 : /, 12%, ?
C=C(C)C(O)/C=C/c1ccc(C(F)(F)F)cc1 (stereo not drawn)
 : 11%&-4%, 6%&7%, /
O=C(NCc1cccnc1)c1cc(-c2ccc(Cl)cc2)oc1C(F)(F)F
 : ?, 8%, -19%
Cn1cccc1C(=O)NNC(=O)COc1ccccc1F
 : 4%, 1%, -8%
Cc1ccc(S(=O)(=O)NCCC(=O)N2CC(C)OC(C)C2)cc1 (stereo not drawn)
 : -4%, 2%[0.505 µM], 4%
COc1ccc(-c2nnc(SC(C)C(=O)Nc3cccc(Cl)c3)o2)cc1 (stereo not drawn)
 : 11%, 2%, -12%
CCCNC(=O)C1CCN(c2cc(C)nc3c(-c4ccc(OC)c(OC)c4)c(C)nn23)CC1
 : /, 5%, 16%
O=c1c(S(=O)(=O)c2ccccc2)cn(Cc2ccc(F)cc2)c2cc(N3CCCC3)c(F)cc12
 : /, -2%, -10%
COc1ccccc1CN1C[C@@H]2C[C@@H](c3ccccc3OC)N3CCC[C@@]23C1=O
 : -3%, /, 20%
CC1(C)CC(=O)C=C(Nc2ccc(C(=O)O)c(O)c2)C1
 : -1%, /, -2%
CSc1ncc2c(n1)-c1ccccc1N(Cc1ccccc1C)S2(=O)=O
 : /, 3%, -3%
Fc1ccccc1CSc1nc2ncc(Br)cc2[nH]1
 : 9%, 0%, -4%
COCc1cc(=O)[nH]c(/N=C(\N)Nc2c(F)cccc2F)n1
 : -2%, /, 2%
CCOc1ccc(/C=C/c2c([N+](=O)[O-])c(=O)n(C)c(=O)n2C)cc1
 : 5%, -2%, 9%
COc1ccc(C(=O)C[n+]2ccccc2/C=N/O)cc1
 : 1%, 3%, -19%
O=C(NC1CC1)C1=C[C@@H](c2coc3ccccc3c2=O)C[C@@H](OCCCCO)O1
 : -7%, 5%, 10%
O=[N+]([O-])c1cc(N=Nc2ccc3ccccc3c2)ccc1O
 : 0%, /, 17%
CCOC(=O)c1c(C)[nH]c(C)c1C(=O)CSc1nc(N)cc(=O)[nH]1
 : /, 4%, -10%
Cc1c(C(=O)N(Cc2ccccc2F)C2CCS(=O)(=O)C2)oc2ccc(F)cc12 (stereo not drawn)
 : /, 6%, 6%
COc1ccc(CC(=O)N(Cc2ccccc2)c2ccc(C)cc2)cc1S(=O)(=O)N1CCOCC1
 : -19%, 1%, -12%
O=C(O)c1ccc(CNCc2ccc(F)cc2)cc1
 : 0%, -1%, -5%
CCCOc1ccc(C(CC(=O)O)NS(=O)(=O)c2ccc(NC(C)=O)cc2)cc1 (stereo not drawn)
 : -2%, 1%, -2%
COc1cccc(C(=O)Nc2cc(NC(=O)c3cccs3)ccc2C)c1
 : -10%, 6.3µM*, -5%
COc1ccc(NC(C)=O)cc1S(=O)(=O)NC(C)c1ccc(-n2ccnc2)cc1 (stereo not drawn)
 : /, 1%, -3%
Cc1ccccc1CN1CCN(CC(=O)NCc2ccc3c(c2)OCO3)C1=O
 : 6%, -5%, -2%
CC(C)(C)NC(=O)NC(=O)COC(=O)Cc1c(Cl)cccc1Cl
 : 3%, -1%, -5%
Cc1cc(C)cc(N(CC(=O)NC2CCC(C)CC2)S(=O)(=O)c2c(C)noc2C)c1 (stereo not drawn)
 : ?, -1%, -8%
CN(C(=S)Nc1ccc(Oc2ccccc2)cc1)C1CCCCC1
 : ?, 3%, -23%
OCC1O[C@H](O)C(Cl)C(O)C1O (stereo partly drawn)
 : 5%, 6%[56.1 µM], ?
NC(=O)c1ccccc1NC(=O)CC1(CC(=O)O)CCCC1
 : -2%, 1%, -12%
CC(=O)OCc1ccco1
 : 9%, 0%, /
O=C(CSc1nnnn1-c1ccccc1)c1cc2ccccc2oc1=O
 : 8%, 3%, -7%
Cn1nnc2c(N3CCN(c4ccccc4)CC3)ncnc21
 : /, 0%, -14%
O=C1c2ccccc2C(=O)C1c1ccncc1
 : -11%, -1%, -19%
CSCc1cc(N(C)c2ccccc2)nc(-c2ccccc2)n1
 : 6%, /, 7%
CC(=O)c1cccc(Nc2nc(-c3ccccc3Cl)nc3ccccc23)c1
 : /, -8%[12.3 µM], -13%
COc1cccc(-c2nnc(SCC(=O)N3CCCc4ccccc43)o2)c1
 : 10%, 7%, -17%
O=C(Nc1nc(-c2ccccn2)cs1)Nc1ccc(F)cc1F
 : -2%, 9%, -13%
COc1ccc(/C=C2/SC(=S)N(c3ccc(S(=O)(=O)Nc4nccs4)cc3)C2=O)cc1
 : -11%, /, 50µM*
O=C(NC1CCCCC1)N1CCN(c2ccccc2)CC1
 : -5%, 4%[56.1 µM], -11%
C[C@@H](NC(=O)CN(c1ccccc1)S(=O)(=O)N(C)C)c1ccccc1
 : /, 3%, 14%
COc1ccc(Cl)cc1NC(=O)Cn1c(=O)n(Cc2cccs2)c(=O)c2cccnc21
 : /, 3%, -12%

Next structures.
Below each SMILES: N370S GC mod, TDP1 block, FEN1 inh
CC(=O)NCCn1c(SCC(=O)NC2CCCCC2)nc2ccccc2c1=O
 : -8%, 3%, -1%
O=C(NCCc1csc(-c2cccc(F)c2)n1)c1ccccc1C(F)(F)F
 : /, -7%, 3%
COc1ccc(/C=C2\SC(=S)N(CCC(=O)N(CCO)Cc3ccccc3)C2=O)cc1OC
 : -15%, /, -1%
CCCOc1ccc(C(C)=O)cc1CC(C(N)=O)C(N)=O
 : 0%, 4%, -4%
CC(C)Cn1c(CN2CCN(C)C(CCO)C2)nc2ccccc21 (stereo not drawn)
 : -10%, /, 4%
O=C(c1ccco1)N1CCN(C(=O)c2cc(-c3ccccn3)nc3ccccc23)CC1
 : 18%, 0%, -4%
CC(Sc1nc(N)cc(=O)[nH]1)C(=O)Nc1sc2c(c1C#N)CCCC2 (stereo not drawn)
 : -1%, 4%, 0%
CC(C)CNC(=O)c1ccccc1NC(=O)/C=C/c1cccc([N+](=O)[O-])c1
 : 6%, -5%, 2%
S=C(Nc1ccc(Oc2ccc(NC(=S)NC3CCCCC3)cc2)cc1)NC1CCCCC1
 : 9%, -5%, 1%
CCOC(=O)C1=C(C)NC(C)=C(C(=O)OCC)C1c1sccc1C
 : -11%, -2%, -7%
N#Cc1c(N2CCCC2)nc(N)c2c(N)nc(N3CCCC3)cc12
 : -7%, 10%, ?
CC1Cc2ccccc2N1CC(=O)Nc1ccc2c(c1)OC(F)(F)O2 (stereo not drawn)
 : -7%, 11%, -24%
Cc1ccc(-n2c(SCC(=O)NCc3ccccc3)nc3c([nH]c4ccccc43)c2=O)cc1
 : /, 0%, -4%
O=C(Nc1cccc2c1CCCC2)N1CCOc2ccc(Cl)cc21
 : /, -5%, -9%
COc1cc(/C=N/NC(=O)c2cc(-c3ccccc3)sc2N)cc(OC)c1OC
 : 8%, /, ?
CC(=O)N(C(C)=O)N1C(=O)c2cccc3c(N4CCOCC4)ccc(c23)C1=O
 : -11%, 2%, 1%
COc1cccc(CC(=O)N2CCC(n3nccc3NC(=O)C3CC3)CC2)c1
 : -15%, 3%, 5%
CC(=O)Nc1ccc(NC(=O)c2ccc(CN3CCc4ccccc4C3)cc2)cc1
 : 2%, 3%, 3%
CC1CCN(C(=O)Cn2c(SCC(=O)Nc3ccc(F)cc3)nc3ccccc32)CC1
 : /, 4%, -4%
O=[N+]([O-])c1ccccc1S(=O)(=O)c1ccccc1
 : -5%, /, -22%
COc1ccc(S(=O)(=O)N2CCOCC2)cc1NC(=O)CN(C)CC(=O)Nc1cccc(F)c1
 : /, 0%, -13%
Cc1c(-c2nc(N)nc(Nc3ccc(F)cc3)n2)oc2ccccc12
 : -6%, 1%, -11%
CC1CCCCN1CCNC(=O)c1ccc2c(c1)N(Cc1ccccc1F)C(=O)c1ccccc1S2=O (stereo not drawn)
 : ?, 4%, -3%
Cc1ccc(-c2nc(N/N=C/c3cccnc3)c3ccccc3n2)cc1
 : -1%, 7%, -15%
CCCNC(=O)C(=O)NCc1ccccn1
 : 5%, 6%, 17%
CCOC(=O)c1sc(NC(=O)C2CC(=O)N(c3ccc4c(c3)OCCO4)C2)nc1C (stereo not drawn)
 : /, 1%[56.1 µM], 15%
Cc1cc(=O)oc2cc(NC(=O)CCOc3ccccc3)ccc12
 : 0%, 0%, -10%
COc1ccc(OC(C)c2nc3ccccc3[nH]2)cc1 (stereo not drawn)
 : /, 6%, 13%
Cn1c(SCC(=O)NCc2ccc3c(c2)OCO3)nc2c(c1=O)SCC2
 : -2%, -4%, -6%
COc1ccc(S(=O)(=O)N2CCCCCC2)cc1C(=O)NC1(C)CCS(=O)(=O)C1 (stereo not drawn)
 : 1%, 1%, 11%
Cc1ccc(C(C)c2c(C)c([N+](=O)[O-])cc(C)c2[N+](=O)[O-])cn1 (stereo not drawn)
 : 0%, /, -3%
Cc1ccccc1-n1c(C)nnc1SCC(=O)NCC1CCCO1 (stereo not drawn)
 : 22%, 2%, -1%
Cc1cc2oc(=O)cc(CSc3nc(N)cc(N)n3)c2cc1C
 : 2%, 6%, -19%
COc1cc(Cl)c(C)cc1NC(=O)CNC(C)c1ccccc1OC (stereo not drawn)
 : -3%, 8%, -14%
Cc1ccccc1Nc1nc(N)nc(COC(=O)CCC(=O)c2ccc(F)cc2)n1
 : -4%, 9%, -4%
COc1ccc2c(c1)c(C(=O)N/N=C/c1cccs1)c(C)n2C
 : 0%, 1%, -20%
O=C(CSc1nnc(NC(=O)C2CCCCC2)s1)NCc1ccco1
 : -6%, 6%, -2%

Full records from above.
Listed for COc1ccc2c(c1)c(C(=O)N/N=C/c1cccs1)c(C)n2C → N370S GC mod: 0%; TDP1 block: 1%; FEN1 inh: -20%
Listed for Cc1ccccc1Nc1nc(N)nc(COC(=O)CCC(=O)c2ccc(F)cc2)n1 → N370S GC mod: -4%; TDP1 block: 9%; FEN1 inh: -4%

Four compounds from above, sorted by the value under TDP1 block, highest first:
canonical_smiles,N370S GC mod,TDP1 block
O=C(CSc1nnc(NC(=O)C2CCCCC2)s1)NCc1ccco1,-6%,6%
CC1(C)CC(=O)c2cc(C(=O)Nc3ccccc3Cl)c(=O)n(-c3ccc(Cl)cc3)c2C1,/,5%
C[C@@H](NC(=O)CN(c1ccccc1)S(=O)(=O)N(C)C)c1ccccc1,/,3%
CC(C)CNC(=O)c1ccccc1NC(=O)/C=C/c1cccc([N+](=O)[O-])c1,6%,-5%

Two records drawn at random from those above, as already listed:
Below each SMILES: N370S GC mod, TDP1 block, FEN1 inh
COc1ccc2c(c1)c(C(=O)N/N=C/c1cccs1)c(C)n2C
 : 0%, 1%, -20%
Cc1ccccc1Nc1nc(N)nc(COC(=O)CCC(=O)c2ccc(F)cc2)n1
 : -4%, 9%, -4%
